# Screening data (PubChem BioAssay)
# GLA spleen mod – alpha-galactosidase A (human) modulation. P06280. human spleen homogenate, 4MU-alpha-Gal fluorescence, 40 min. Potency, µM (titrated, usually from 80 µM), for the others: at the top dose activity change, negative = inhibition, actives largely listed as inhibitors. 0.008% of 240,000 active. AID 2107;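 note: 0% = enzyme with vehicle and -100% = no enzyme basal signal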
# Target sequence (P06280 32-429 limits assumed): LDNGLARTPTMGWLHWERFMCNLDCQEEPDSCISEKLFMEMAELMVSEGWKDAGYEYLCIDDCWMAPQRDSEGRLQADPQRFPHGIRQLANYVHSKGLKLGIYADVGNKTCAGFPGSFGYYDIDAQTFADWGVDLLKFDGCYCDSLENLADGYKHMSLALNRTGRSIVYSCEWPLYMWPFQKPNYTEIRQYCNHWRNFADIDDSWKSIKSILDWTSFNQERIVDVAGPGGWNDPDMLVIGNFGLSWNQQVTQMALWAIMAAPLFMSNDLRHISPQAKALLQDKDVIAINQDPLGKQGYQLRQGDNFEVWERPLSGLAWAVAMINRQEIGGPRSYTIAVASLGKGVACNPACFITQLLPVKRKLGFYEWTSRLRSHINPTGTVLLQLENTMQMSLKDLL
#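 Inhibition or activation of alpha-galactosidase in human spleen homogenate is scored by 4-MU fluorescence after 40 min at 37C, pH 5.0, with 1 mM substrate. AC50s come from concentration-response fitted to the Hill equation.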
# ALDH1A1 inh – blocks purified human ALDH1A1 activity. Purified ALDH1A1, NADH fluorescence, propionaldehyde substrate. Potency, µM (highest dose often 75.3 µM), inactives show at the highest dose activity, negative = inhibition, usual class: inhibitors. 7.3% of 220,000 active. AID 1030; active = well fitted inhibition curve with a large enough effect, not every such curve was filed as active; inconclusive = small, poorly fitted or top-dose-only effect, or another doubt; inactive = no such curve, though single readings can be large or run the other way;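 note: plate controls were no enzyme wells and a reference inhibitor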
# TR SRC2 fluor cs – counter-screen for TRb-SRC2 inhibitors: fluorescence interference; Potency, µM (highest dose often 106 µM), for the others: at the highest dose fluorescence change, negative = quenching; 0.29% of 280,000 active; TRb/SRC2 Texas Red total fluorescence interference; active = well fitted curve in either direction with a large enough effect; inconclusive = small, poorly fitted or top-dose-only effect
#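 Flags fluorescent or light-absorbing compounds by total fluorescence, S + 2P, at 555 nm excitation and 632 nm emission. Mixture: 20 nM Texas Red SRC2 peptide, 0.6 uM human TRb LBD, 1 uM T3, 5% DMSO; compound exposure 5 h at ambient temperature.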
# L3MBTL1 inh – inhibitors of human L3MBTL1. Potency, µM (doses to about 57.1 µM), inactives show at the top dose activity, negative = inhibition, actives largely listed as inhibitors. Q9Y468. AID 485360. AlphaScreen L3MBTL1–H3K9me1 peptide binding. 0.66% of 230,000 active; note: nearly all actives have a fitted effect of over 60% in size
#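 Displacement of a biotinylated histone H3(1-15) peptide monomethylated at Lys9 (75 nM) from L3MBTL1 (50 nM) was measured by AlphaScreen after a 30 min room-temperature compound incubation; cefsulodin titration served as intraplate control.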
# Tau ThT inhib – tau fibrillization inhibition (ThT binding); AID 1460; Potency, µM (top dose mostly 57.4 µM), without a hit: at the highest dose activity, negative = inhibition, most hits filed as inhibitors; recombinant tau K18 P301L, heparin-induced fibrillization, ThT fluorescence; P10636; 2.1% of 270,000 active; note: nearly all actives have a fitted effect of over 55% in size
# Target sequence (P10636 561-689 P618L limits assumed): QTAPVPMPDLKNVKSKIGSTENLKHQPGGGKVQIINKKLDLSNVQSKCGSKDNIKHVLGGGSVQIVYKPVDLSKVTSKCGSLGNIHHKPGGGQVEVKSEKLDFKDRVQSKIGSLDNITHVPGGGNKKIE
#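 Aggregation was driven by heparin (20 uM final) acting on recombinant tau […] bearing P301L in 100 mM sodium acetate pH 7; fibrils were detected with Thioflavin T.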
# Tau fluor cs – counter-screen for tau fibril formation inhibitors; 0.93% of 280,000 active; tau K18 P301L Alexa594 fluorescence, heparin fibrillization; Potency, µM (highest dose often 57.7 µM), for the others: at the highest dose activity change, negative = decrease; note: nearly all actives have a fitted effect of over 55% in size
#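 Human tau K18 P301L (15 uM unlabeled, 0.24 uM Alexa 594-labeled) in 100 mM sodium acetate pH 7 with 20 uM heparin, 6 hr at 37 C. ThT 30 uM added, 1 hr ambient; Alexa 594 FP and total fluorescence read at 555/632 nm.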
# TRb-SRC2 inh – inhibitors of human thyroid hormone receptor beta-SRC2 interaction | TRbeta-SRC2 peptide binding, fluorescence polarization; receptor liganded with 1 µM T3 | Potency, µM (series often up to 106 µM), for inactives: at the top dose activity change, negative = inhibition, hits mostly inhibitors | 0.065% of 280,000 active | AID 1469;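 note: plate controls were bound peptide for no effect and peptide without receptor for full effect; nearly all actives have a fitted effect of over 50% in size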
# Target sequence (P10828 whole entry, looked up): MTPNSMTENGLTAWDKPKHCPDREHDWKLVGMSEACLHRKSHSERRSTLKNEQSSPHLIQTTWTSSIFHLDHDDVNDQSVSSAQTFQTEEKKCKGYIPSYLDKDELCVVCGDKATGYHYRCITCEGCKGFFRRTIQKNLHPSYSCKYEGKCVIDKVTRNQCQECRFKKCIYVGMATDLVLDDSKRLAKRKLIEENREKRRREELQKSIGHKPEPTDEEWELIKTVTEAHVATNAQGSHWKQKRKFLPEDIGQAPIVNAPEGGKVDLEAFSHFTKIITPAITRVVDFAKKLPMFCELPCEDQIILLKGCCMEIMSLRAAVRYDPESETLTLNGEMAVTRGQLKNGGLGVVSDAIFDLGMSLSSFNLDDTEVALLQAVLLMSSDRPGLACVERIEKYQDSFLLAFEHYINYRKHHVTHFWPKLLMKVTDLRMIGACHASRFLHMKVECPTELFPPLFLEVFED
#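 Fluorescence polarization of 20 nM Texas Red SRC2 peptide with 0.6 uM human TRb ligand-binding domain, in Tris buffer with 1uM T3 and 5% DMSO. Incubated 5 hr ambient; normalized to unbound and bound controls.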
# Tau FP inhib – tau fibrillization inhibition (FP) | P10636 | K18 P301L tau heparin fibrillization, Alexa594 FP, 6 h | Potency, µM (titrated, usually from 57.7 µM), without a hit: top-dose activity, negative = inhibition, hits mostly inhibitors | 0.39% of 280,000 active | AID 1468; note: nearly all actives have a fitted effect of over 55% in size
#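 Steps: dispense K18 P301L tau (15 uM plus 0.24 uM Alexa 594 tracer, final) in pH 7 sodium acetate; add compound; add heparin (20 uM final); incubate 6 hr, 37 C; add ThT (30 uM final); after 1 hr ambient, read FP.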
# * marks the source's active call; other numbers are inactive results; ? = inconclusive; / = not tested or not shown; & = joins results of further samples; [ ] = remark or other dose. Unless noted, calls come from the whole dose curve; as a rule, active = well fitted curve in the direction sought with a large enough effect; inconclusive = small, poorly fitted or top-dose-only effect, or another doubt; inactive = no such curve, though single readings can be large; an effect the other way counts as inactive or inconclusive. Unless noted, % is set by controls: 0 for no effect and ±100 for the full control effect; potency is the fitted concentration of half-maximal effect.
no.	Molecule	ALDH1A1 inh	Tau ThT inhib	TRb-SRC2 inh	TR SRC2 fluor cs	Tau FP inhib	L3MBTL1 inh	Tau fluor cs	GLA spleen mod
1	CCC1Oc2ccccc2N(CC(=O)NCCC2=CCCCC2)C1=O (stereo unspecified)	?	3.4%	3.3%	0.3%	7.2%	8.3%	-7.8%	-5.1%
2	Cc1ccc(NC(=O)c2ccccc2O)cc1	10.2%	-2.7%	-4.3%	-5.4%	6.8%	17.1%	-5.6%	1.7%
3	CCOc1cccc2sc(N(Cc3cccnc3)C(=O)C3CCCCC3)nc12	/	?	2.0%	1.2%	6.7%	/	-15.4%	/
4	CCOc1ccccc1CNC(=O)C1CCN(c2nnc(C)c3c(C)n(-c4ccc(C)cc4)nc23)CC1	/	-0.1%	-2.0%	0.9%	1.2%	/	7.6%	/
5	COc1ccc2cc(Br)ccc2c1CC(=O)NC1CC(C)(C)NC(C)(C)C1	?	5.8%	-1.7%	-1.9%	2.5%	/	10.6%	2.1%
6	c1ccc(Nc2nc(N3CCOCC3)c3ccccc3n2)cc1	?	-18.1%	3.0%	0.6%	-11.3%	/	-28.8%	-17.7%
7	COc1ccccc1C(=O)OCc1ccc2sc(C)nc2c1	-2.7%	?	-2.3%	-2.1%	-2.0%	-3.1%[2.29 µM]	-14.4%	-2.3%
8	Cc1c(-n2cc(C(=O)c3cc(Cl)ccc3O)cc(C#N)c2=O)c(=O)n(-c2ccccc2)n1C	6.2%	-2.9%	-9.2%	-0.2%	4.1%	8.6%	1.4%	0.5%
9	COc1cccc(SCC2(O)CCN(C(=O)c3ccc(Cl)cc3)CC2)c1	?	1.9%	-3.5%	-1.1%	2.8%	0.1%	0.8%	3.1%
10	CC/C(Cc1ccccc1)=N\NC(=O)c1cc([N+](=O)[O-])cc([N+](=O)[O-])c1	?	-13.1%	-1.3%	-1.4%	3.1%	-3.4%	-13.2%	-1.7%
11	NC(=O)CCN1CCCCC1	3.5%	2.7%	-2.9%[53 µM]	-2.4%[53 µM]	5.1%	52.3%[activator]	-1.2%	4.0%
12	O=C(Nc1nnc(-c2ccccc2)o1)c1ccc(Cl)cc1	8.6%	-2.6%	-10.4%	-0.4%	1.8%	/	-6.5%	8.6%

# Reprinted at random: four compounds from above, in no set order.
no.	Molecule	ALDH1A1 inh	Tau ThT inhib	TRb-SRC2 inh	TR SRC2 fluor cs	Tau FP inhib	L3MBTL1 inh	Tau fluor cs	GLA spleen mod
4	CCOc1ccccc1CNC(=O)C1CCN(c2nnc(C)c3c(C)n(-c4ccc(C)cc4)nc23)CC1	/	-0.1%	-2.0%	0.9%	1.2%	/	7.6%	/
12	O=C(Nc1nnc(-c2ccccc2)o1)c1ccc(Cl)cc1	8.6%	-2.6%	-10.4%	-0.4%	1.8%	/	-6.5%	8.6%
11	NC(=O)CCN1CCCCC1	3.5%	2.7%	-2.9%[53 µM]	-2.4%[53 µM]	5.1%	52.3%[activator]	-1.2%	4.0%
7	COc1ccccc1C(=O)OCc1ccc2sc(C)nc2c1	-2.7%	?	-2.3%	-2.1%	-2.0%	-3.1%[2.29 µM]	-14.4%	-2.3%

# Other structures.
no.	Molecule	ALDH1A1 inh	Tau ThT inhib	TRb-SRC2 inh	TR SRC2 fluor cs	Tau FP inhib	L3MBTL1 inh	Tau fluor cs	GLA spleen mod
13	CCN(CC)S(=O)(=O)c1cc(NC(=O)C(CC(C)C)NC(N)=O)ccc1C (stereo unspecified)	3.9%	-2.3%	-1.8%	-4.3%	0.9%	-1.9%	-9.0%	8.7%
14	CCC(=O)N1CCc2cc(OC)c(OC)cc2C1COc1ccccc1OC (stereo unspecified)	8.3%	-5.5%&-3.6%	6.1%&6.3%	-0.6%&-0.2%	0.8%&0.8%	/	-5.3%&-5.2%	5.4%
15	Cc1ccc(Cl)cc1NC(=O)C[n+]1ccc(Cc2ccc([N+](=O)[O-])cc2)cc1	?	?	1.8%	0.0%	-3.3%	/	-20.9%	0.3%
16	O=C(COc1ccccc1[N+](=O)[O-])Nc1ccc(Br)cc1	/	-3.3%	-4.1%	-2.9%	-6.9%	-15.4%	-13.6%	-2.7%
17	Cc1oc(-c2ccccc2F)nc1CSCC(=O)NCc1ccc2c(c1)OCO2	0.0%	-12.5%	7.3%	1.0%	8.3%	-2.5%	-8.8%	-2.2%
18	COc1ccc2c(c1)CCc1c(C(=O)Nc3ccccc3C(F)(F)F)noc1-2	/	-15.8%	-9.0%	3.4%	-6.3%	/	-9.3%	/
19	COc1cccc(CNC(=O)C2CCCN(c3nc4ccccc4n4cccc34)C2)c1 (stereo unspecified)	/	4.3%	7.5%	-10.9%	-1.5%	/	-8.8%	/
20	CCOCCCNCc1cn(-c2ccc(F)cc2F)nc1-c1ccccc1C	3.9%	-4.0%	2.5%	-0.4%	10.4%	-7.3%	-2.9%	7.5%
21	N#Cc1ccc(CSc2nnc(Cc3cccs3)n2Cc2ccco2)cc1	11.2µM*	?	-8.8%	-5.5%	5.8%	-24.3%	0.5%	1.3%
22	N#C/C(=N\Nc1ccc([N+](=O)[O-])cc1)C(=N)N1CCOCC1	?	?	-9.8%	-6.1%	5.0%	-12.4%	0.6%	0.0%
23	O=C(NCc1ccc2c(c1)CCN2C(=O)c1ccccc1)c1cc2ccccc2[nH]1	/	10.0%	-13.7%	-58.4%	?	/	-13.5%	/
24	Cc1ccc(-n2c(-c3ccco3)nc3c(cnn3-c3ccc(C)cc3)c2=O)cc1	-11.3%	-2.5%&-20.4%	1.2%&-7.6%	-1.2%&-4.5%	?	/	-3.1%&-10.3%	1.0%
25	CCN1CCN(C(=O)CN2C(=O)c3cccc4cccc2c34)CC1	-0.5%	8.7%	6.0%	3.2%	-1.5%	0.7%	-0.5%	2.3%
26	Cc1ccc(Cl)cc1NC(=O)Nc1nnc(N2CCCC(C)C2)s1 (stereo unspecified)	/	-14.7%	0.2%	0.0%	-2.3%	/	-13.0%	/
27	Cc1ccc(NC(=O)CSc2nncn2C)c(C)c1	/	-3.8%	2.4%	-8.1%	-3.6%	/	-8.5%	/
28	O=C(CN1CCc2ccccc2C1)NCc1ccco1	?	-14.2%	?	5.9%	-8.0%	/	-6.3%	3.0%
29	Cc1ccc(C(C)C)c(OCCSc2nc(-c3cccs3)nc3cc(=O)[nH]n23)c1	/	-16.6%	-6.6%	-1.0%	-12.9%	/	-12.7%	/
30	COc1cc(NC(=O)CN2c3ccccc3S(=O)(=O)c3ccccc32)cc(OC)c1	/	6.0%	-2.0%	-2.3%	-11.7%	/	?	/
31	Cc1ccc(NC2=Nc3ccccc3CC2)cc1	-0.9%	-16.1%	1.7%	1.2%	4.9%	/	-4.4%	0.3%
32	Cc1ccccc1C(=O)N1c2ncnn2C2(CCCCC2)[C@@H]2CCCC[C@@H]21	/	-2.2%	-0.4%	7.8%	-4.2%	/	-6.9%	/
33	O=c1[nH]c2ccccc2c2nc(-c3cccc(S(=O)(=O)N4CCCC4)c3)nn12	/	-14.4%	-4.7%	-4.2%	-5.7%	/	-25.4%	-3.1%
34	Cc1ccc2c(c1)NC(c1cccnc1)=NC(c1ccc(F)cc1)=N2	/	-17.7%	1.8%	-1.8%	4.9%	/	-3.9%	/
35	N#CC12CCCCC1CC1CCCCC1(C#N)N2Cc1ccccn1 (stereo unspecified)	3.7%	?	-25.0%	2.5%	-4.4%	17.1%	5.0%	11.2%
36	CC(=O)c1cc2c(cc1NC(=O)CSc1nc3ccccc3[nH]1)OCO2	-15.4%	?	7.2%	1.5%	-11.7%	4.0%	-10.9%	2.5%
37	CCCCC(=O)Nc1ccc(S(=O)(=O)Nc2nccc(C)n2)cc1	5.3%	2.2%	-2.2%	-0.1%	12.4%	5.7%	5.2%	-0.1%
38	COc1ccc(CCNC(=O)CC2SC(=NCCc3ccccc3)NC2=O)cc1OC (stereo unspecified)	14.1µM*	-5.8%	6.4%	3.5%	-2.4%	-5.4%	-5.0%	10.8%
39	O=C(O)C1Cc2ccccc2CN1C(=O)COc1ccc(Cl)cc1 (stereo unspecified)	2.2%	-10.9%	4.5%	-5.5%	-7.2%	?	-9.3%	-0.2%
40	O=C(Nc1cccc(C(=O)N2CCCCCC2)c1)c1ccco1	4.1%	-0.1%	-5.9%	-1.5%	2.4%	2.5%	5.4%	-5.8%
41	CN1CCN(c2nc3c(c(=O)n(C)c(=O)n3C)n2CC(N)=O)CC1	-7.7%	3.7%	-23.5%	2.5%	-4.8%	23.3%	1.3%	-9.1%
42	CCCn1c(=N)c(C(=O)NC2CCCCC2)cc2c(=O)n3cc(C)ccc3nc21	/	7.0%	1.0%	-1.6%	-0.9%	/	1.8%	/
43	Cc1c(Cl)cccc1NC(=O)c1cccc(OC(F)F)c1	-5.3%	-9.4%	-13.7%	0.0%	-2.3%	/	-12.8%	2.2%
44	N=C1c2c(cc(=O)n3c2[nH]c2ccccc23)CN1CCN1CCOCC1	?	?	-1.5%	0.4%	?	/	?	8.1%
45	COc1cc(C)nc(N(C)C(C)=O)n1	-9.5%	-4.9%	6.2%	-3.4%	-6.8%	5.5%	-7.9%	0.4%

# Whole records, looked up by structure. Values in the order: ALDH1A1 inh	Tau ThT inhib	TRb-SRC2 inh	TR SRC2 fluor cs	Tau FP inhib	L3MBTL1 inh	Tau fluor cs	GLA spleen mod
# Shown for N=C1c2c(cc(=O)n3c2[nH]c2ccccc23)CN1CCN1CCOCC1 → ?	?	-1.5%	0.4%	?	/	?	8.1%
# Shown for CN1CCN(c2nc3c(c(=O)n(C)c(=O)n3C)n2CC(N)=O)CC1 → -7.7%	3.7%	-23.5%	2.5%	-4.8%	23.3%	1.3%	-9.1%
# Shown for CCCCC(=O)Nc1ccc(S(=O)(=O)Nc2nccc(C)n2)cc1 → 5.3%	2.2%	-2.2%	-0.1%	12.4%	5.7%	5.2%	-0.1%
# Shown for CCCn1c(=N)c(C(=O)NC2CCCCC2)cc2c(=O)n3cc(C)ccc3nc21 → /	7.0%	1.0%	-1.6%	-0.9%	/	1.8%	/
# Shown for Cc1c(Cl)cccc1NC(=O)c1cccc(OC(F)F)c1 → -5.3%	-9.4%	-13.7%	0.0%	-2.3%	/	-12.8%	2.2%
